MT1-MMP txn act – activates MT1-MMP transcription; HT1080 MT1-MMP promoter luciferase reporter, luminescence, overnight; active compounds read high; activation factor at 10 µM; AID 750; 86,000 compounds, 0.16% hits;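 active means activation factor of at least 2 for MT1-MMP transcription at 10 µM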
CYP2C19 inhib – human CYP2C19 inhibition; P33261; CYP2C19 Supersomes, luciferin-H EGE luminescence, 30 min; inhibition, % at 5 µM; 96,000 compounds, 21% hits;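 active means CYP2C19 inhibition above a set limit at 5 µM in the primary screen, cut at about 50% in these data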;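 further: plate controls were negative control wells for no effect and 2.5 mM tranylcypromine positive control for full effect; values of inactives mirror those of a sister screen read the other way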
PLAP act – activates human placental alkaline phosphatase. purified PLAP enzyme, luminescent substrate read-out; active compounds read high. activation fold at 20 µM. 96,000 compounds, 1.2% hits; in the data active means activation fold above about 2
CYP2C9 act – increases human cytochrome P450 2C9 activity. P11712. recombinant CYP2C9, luciferin-H conversion, luminescence; active compounds read high; factor 1 = untreated enzyme, 0 = blocked. activation factor at 5 µM. 96,000 compounds, 1.4% hits. AID 1024;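 active means activation factor of 2 or more for CYP2C9 at a 5 µM dose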;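 further: 0 = sulfaphenazole-blocked wells and 1 = vehicle-only wells; values of inactives mirror those of a sister screen read the other way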
CYP2C19 act – cytochrome P450 2C19 (human) activation; activation factor at 5 µM; AID 1025; 96,000 tested, under 10 active; recombinant CYP2C19, luciferin-H EGE luminescence; active compounds read high; 0 = fully inhibited enzyme, 1 = untreated enzyme;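 active means activation factor of at least 2 at 5 µM in the primary screen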;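 further: 0 = wells with 2.5 mM tranylcypromine and 1 = vehicle-only wells; values of inactives mirror those of a sister screen read the other way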
Pyk2 oligo antag – blocks oligomerization of human Pyk2 in cells. Q14289. Q293 cells, Pyk2 FERM NanoBiT luminescence; active compounds read low. z-score (the deposit names both 25 µM and 10 µM). 99,000 compounds, 0.83% hits. AID 1347419;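 active means Z-score of -3 or lower, scaled per plate to the spread of control and sample wells; inactive means z-score above -3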;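 further: negative z-score means lost luminescence so less FERM oligomerization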
Target sequence (Q14289 whole entry, looked up): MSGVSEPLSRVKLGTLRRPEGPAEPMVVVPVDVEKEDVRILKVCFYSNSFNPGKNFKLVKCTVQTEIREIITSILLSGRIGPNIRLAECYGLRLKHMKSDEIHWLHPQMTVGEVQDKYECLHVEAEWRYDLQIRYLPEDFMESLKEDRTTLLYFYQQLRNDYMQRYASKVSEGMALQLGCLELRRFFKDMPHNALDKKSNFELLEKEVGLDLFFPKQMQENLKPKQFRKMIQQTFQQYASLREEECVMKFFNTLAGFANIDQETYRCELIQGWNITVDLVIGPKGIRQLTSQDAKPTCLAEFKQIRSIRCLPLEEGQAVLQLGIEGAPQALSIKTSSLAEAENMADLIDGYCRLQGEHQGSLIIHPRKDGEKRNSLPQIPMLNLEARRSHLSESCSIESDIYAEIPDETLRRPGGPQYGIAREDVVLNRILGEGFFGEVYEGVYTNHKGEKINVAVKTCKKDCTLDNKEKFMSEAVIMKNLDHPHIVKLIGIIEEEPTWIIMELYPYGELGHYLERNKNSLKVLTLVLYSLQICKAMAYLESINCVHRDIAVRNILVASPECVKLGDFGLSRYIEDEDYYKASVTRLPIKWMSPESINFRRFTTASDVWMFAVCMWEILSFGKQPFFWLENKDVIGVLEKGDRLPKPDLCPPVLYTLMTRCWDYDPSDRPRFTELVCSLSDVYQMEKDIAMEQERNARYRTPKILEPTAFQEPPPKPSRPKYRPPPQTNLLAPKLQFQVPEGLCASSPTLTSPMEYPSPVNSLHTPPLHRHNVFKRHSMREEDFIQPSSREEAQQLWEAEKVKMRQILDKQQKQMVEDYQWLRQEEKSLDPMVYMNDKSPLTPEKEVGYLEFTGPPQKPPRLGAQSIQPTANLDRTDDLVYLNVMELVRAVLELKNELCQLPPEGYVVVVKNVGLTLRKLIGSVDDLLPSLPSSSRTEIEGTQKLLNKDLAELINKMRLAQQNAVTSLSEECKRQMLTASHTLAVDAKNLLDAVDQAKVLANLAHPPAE
Mac1 fbg inh – CD11b/CD18-fibrinogen binding inhibition | K562 CD11b/CD18 adhesion to fibrinogen, ATPlite luminescence; Mn2+ added to activate the integrin | inhibition, % at 10 µM | 93,000 compounds, 0.54% hits | AID 1497;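 active means primary inhibition of 50% or more at 10 µM, then 40% or more on retest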; further: some results filed as inactive read as strong as hits
CD11b adhes enh – CD11b/CD18-fibrinogen binding enhancement | AID 1499 | 93,000 compounds, 0.07% hits | activation, % at 10 µM | K562 CD11b/CD18 adhesion to fibrinogen, ATPlite luminescence;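 active means 10 µM primary screen giving 50% or more activity, confirmed by 40% or more on retest at that dose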; further: strong numbers were not always called active; reference of the scale not given here
CYP2C9 inhib – blocks human cytochrome P450 2C9; CYP2C9 Supersomes, luciferin-H conversion, luminescence; inhibition, % at 5 µM; P11712; AID 777; 96,000 compounds, 20% hits;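 active means blocking of liver enzyme CYP2C9 beyond about 50% at 5 µM, limit read from the data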; further: values of inactives mirror those of a sister screen read the other way
* hit, by the source's call; x = no result given.

SMILES	MT1-MMP txn act	CYP2C19 inhib	PLAP act	CYP2C9 act	CYP2C19 act	Pyk2 oligo antag	Mac1 fbg inh	CD11b adhes enh	CYP2C9 inhib
O=C(NCCN1CCOCC1)c1ccc(CS(=O)(=O)c2ccc(Cl)cc2)o1	1.3	7	1	0.8	0.9	1.5	6	-1	20
COCCCNC(=O)CCCn1c(=O)c2ccccc2n(CC(=O)Nc2c(C)cccc2C)c1=O	x	-1	0.9	0.6	1	-0.17	-10	2	42
CCc1ccc(CC)c(S(=O)(=O)Nc2ccc(C(=O)O)c(O)c2)c1	1.1	8	1	0.2	0.9	-0.25	-31	6	83*
CCOc1cc(/C=N/NC(=O)COc2ccc(Cl)cc2)ccc1OS(=O)(=O)c1ccccc1	x	82*	1.6	0.6	0.2	0.2	-6	14	37
O=c1oc2c(CN3CCOCC3)c(O)ccc2c2c1CCCC2	1	4	1.1	2*	1	0.15	-9	-4	-104
Cc1ccc(-c2cc(NC(=O)CCl)n(-c3ccccc3)n2)cc1	0.7	96*	1.1	0.3	0	-0.48	-10	0	75*
O=C(O)c1ccc2nc(C(F)(F)F)[nH]c2c1	1	4	0.9	0.9	1	0.57	-18	2	5
OC(CNCCc1ccccc1)c1ccccc1 (centres undefined)	1.1	67*	0.9	1	0.3	0.51	-7	-7	0
CN(C)Cc1c(O)c(Cl)cc2c3c(c(=O)oc12)CCCC3	1.2	-4	1.5	1	1	0.22	3	-1	-4
CCCn1nc2cc(C(=O)NCCc3ccc(C)cc3)ccc2c1OCC	x	18	1.2	0.7	0.8	x	x	x	26
O=C(CSc1nc(-c2ccccc2)c(-c2ccccc2)[nH]1)NCCN1C(=O)CSC1=O	0.8	63*	1.5	0.7	0.4	-0.97	-2	-4	34
CCOC(=O)c1c(NC(=O)c2cccnc2)sc(C)c1C	1	12	1	0.8	0.9	-0.61	x	x	20
COc1cc(CC(=O)NCc2cccs2)cc(OC)c1OC	1.2	34	0.8	1.3	0.7	-0.23	9	-4	-31
CC(=O)N(Cc1ccc(F)cc1)C1=C(NCCc2ccccc2)C(=O)c2ccccc2C1=O	x	99*	1	0	0	-3.2*	12	3	95*
C=C(C)CSc1nnc2n(Cc3ccccc3)c(=O)c3c4c(sc3n12)CCC4	1.1	35	0.9	1	0.7	0.51	-2	1	-3
COc1ccc(C2CC(=O)C(C=NCCN3CCN(C(C)=O)CC3)=C(O)C2)cc1OC (centres undefined)	1.1	-4	1	1.1	1	x	-10	-5	-6
COC(=O)C1=C(C)NC(=O)/C1=C\c1ccc2c(c1)OCO2	x	44	1	0.6	0.6	0.54	1	8	41
Cc1cc(C(=O)Nc2sc(C)c(-c3ccc(F)cc3)c2C(N)=O)no1	1.6	-2	1	0.8	1	-0.22	7	-4	17
COc1ccc(N2CC(C(=O)Nc3nccs3)CC2=O)cc1 (centres undefined)	1.1	-13	1.1	1	1.1	0.81	x	x	1
CCOC(=O)CNC(=O)Nc1nnc(-c2ccc(OCC)cc2)o1	1.2	-4	1.5	1.2	1	0.69	6	0	-17
CCOC(=O)C(C)Oc1ccc(C2NC(=O)NC(C)=C2C(C)=O)cc1Br (centres undefined)	1.1	31	0.8	0.3	0.7	0.08	-9	1	72*
CC(C)CCNC(=O)C(c1cccs1)N(CC1CCCO1)C(=O)Cn1nnc2ccccc21 (centres undefined)	1.1	2	0.9	0.9	1	0.96	-4	-2	13
COc1ccc(OC)c(NC(=O)c2c(NC(=O)CNCc3ccco3)sc3c2CCC3)c1	1.1	34	1.6	0.4	0.7	-0.42	3	7	65*
O=C(CCc1ccccc1)N1CCN(CCO)CC1	1.1	7	1.1	0.9	0.9	x	-8	0	6
CCN(CC)S(=O)(=O)c1cccc(-c2nnc(SCC(=O)c3cc(C)n(C)c3C)o2)c1	1.1	20	1.1	0.7	0.8	0.78	8	-1	34
Cc1cc(C(=O)Nc2ccccc2)oc1C	1.4	24	1.1	1.1	0.8	-0.28	x	x	-7
Cc1ccc(Nc2nc(Nc3ccc(C)cc3)nc(SC3=NCCS3)n2)cc1	1.6	50	1.1	0.1	0.5	-1.5	-10	1	86*
CN1CCN(C(=O)c2ccccc2NC(=O)CCN2C(=O)c3ccccc3C2=O)CC1	1.1	-3	1.1	1	1	0.49	-3	0	2
O=C(COc1ccc(Cl)cc1)N1CCN(C(=O)c2cccc(F)c2)CC1	x	23	1	1	0.8	1.5	5	1	-1
CCOC(=O)N1CCC(N2CCN(S(=O)(=O)CC)CC2)CC1	x	-4	0.9	1	1	1.3	-4	-7	2
CS(=O)(=O)Nc1ccccc1C(=O)Nc1cc(Cl)cc(Cl)c1	1	0	1.2	0.6	1	-2.9	72	-6	38
Cn1c(SCCOc2ccc(Cl)cc2)nnc1-c1ccncc1	1.2	78*	1.1	0.7	0.2	0.75	4	-2	31
CCOc1ccc(C2C(C(=O)OC)=CN(CCOC)C=C2C(=O)OC)cc1	1.1	43	1.8	0.8	0.6	-1.7	x	x	23
CCCCNS(=O)(=O)C1CCS(=O)(=O)C1 (centres undefined)	1.1	-6	0.9	0.9	1.1	-0.05	6	-1	7
O=C(NC1CC1)C1CC(=O)N(C2CCCCC2)C1 (centres undefined)	1.1	-2	0.9	1.1	1	2	x	x	-15
O=C(CCCC(=O)OCC(=O)c1ccc(F)cc1)Nc1cc(C(F)(F)F)ccc1Cl	x	32	1.2	1.2	0.7	-0.32	10	-4	-18
O=C(NCCN1CCOCC1)c1csc2c1CCCC2	1.2	-9	1.3	1.1	1.1	-0.43	x	x	-12
CCCc1cc(C(=O)NNC(=S)NC(C)c2ccccc2)cs1 (centres undefined)	x	81*	1	0.6	0.2	1.5	-4	1	44
Cc1ccc(Cl)cc1N1CCN(S(=O)(=O)c2ccc3c(c2)oc(=O)n3C)CC1	1.1	12	1.4	0	0.9	-1.5	-10	-2	97*
O=c1/c(=C\c2cccnc2)sc2nc3ccccc3n12	x	37	0.9	0.8	0.6	0	6	4	19
O=C(NCc1ccco1)c1ccc(S(=O)(=O)N2CCOCC2)cc1	1.1	4	1.1	0.9	1	0.06	x	x	8
O=C(Nc1ccccc1)N(CCCN1CCOCC1)Cc1ccccc1F	1.2	13	1.1	0.8	0.9	0.29	-4	-3	25
CNC(=S)N/N=C/c1c(C)nn(-c2ccccc2)c1Cl	x	9	1.1	0.7	0.9	-0.71	0	-2	30
O=C(Nc1ccc(NC(=O)C2CCCN2C(=O)OCc2ccccc2)cc1)c1ccco1 (centres undefined)	1.2	-12	0.8	1.1	1.1	-1.4	4	-4	-11
O=C(c1cc2ccccc2c(=O)o1)N1CCc2ccccc2C1	1.3	44	1	2.5*	0.6	-0.12	x	x	-150
C/C(=N\N1CCN(C2c3ccccc3-c3ccccc32)CC1)c1cccnc1	x	66*	1.2	0.3	0.3	0.22	-6	6	73*
CC(C)NC(=O)CSCc1cccc(Br)c1	1.1	42	0.9	1	0.6	0.53	-49	-1	2
Cc1nn(CC(=O)Nc2ccc3c(c2)nc(CN2CCCCC2)n3C)c(=O)c2ccccc12	1.2	10	0.9	0.8	0.9	-0.71	-2	5	16
Cc1ccccc1-c1cc(-c2ccccc2O)on1	x	-1	1	1.1	1	-0.55	-2	-7	-13
C=CCn1c(NC(=O)c2ccc(Br)o2)c(S(=O)(=O)c2ccccc2)c2nc3ccccc3nc21	1.2	7	1.2	0.5	0.9	0.46	38	-5	53*
COCCCNC(=O)CSc1ccc(Cl)cc1	1	24	1	1.1	0.8	1.7	-8	1	-5
CC(C)n1nnnc1-c1cccc(Cl)c1	x	18	0.9	0.9	0.8	0.53	-5	0	7
C=C(C)C(=O)Nc1ccc(OC(F)(F)C(F)F)c(NC(=O)C(=C)C)c1	1.1	-7	0.9	1	1.1	-0.07	1	0	-1
Cc1nc(SCC(N)=O)[nH]c(=O)c1Cc1ccc(OC(C)C)cc1	1.1	36	1.2	0.5	0.6	2.5	x	x	46
CC(=Nc1ccccc1)C1=C(O)COC1=O	1	27	1	1	0.7	0.67	-14	-6	0
CC1(C)CC(=O)C(C2NCCc3ccccc32)=C(O)C1 (centres undefined)	1.1	4	1	0.9	1	0.16	-12	-2	6
O=C(Nc1nc(=O)n(C(=O)C2CC2)s1)c1ccccc1	x	-3	1	0.2	1	-0.06	2	0	80*
Cc1cc2oc(=O)cc(CN3CCC(C)CC3)c2c(C)c1Cl	1.2	38	1	1	0.6	0.1	9	0	1
COC(=O)c1ccc(NC(=O)Cc2ccccc2)cc1	1.2	83*	1.2	0.3	0.2	-0.57	26	1	70*
CCOC(=O)/C=C1\SCC(=O)N1CC(=O)Nc1ccccc1OC(F)F	1	96*	0.9	0.6	0	0.53	-3	1	38

Single records, as listed above.
O=C(NC1CC1)C1CC(=O)N(C2CCCCC2)C1 (centres undefined) is entered as MT1-MMP txn act: 1.1; CYP2C19 inhib: -2; PLAP act: 0.9; CYP2C9 act: 1.1; CYP2C19 act: 1; Pyk2 oligo antag: 2; Mac1 fbg inh: x; CD11b adhes enh: x; CYP2C9 inhib: -15
CCOC(=O)N1CCC(N2CCN(S(=O)(=O)CC)CC2)CC1 is entered as MT1-MMP txn act: x; CYP2C19 inhib: -4; PLAP act: 0.9; CYP2C9 act: 1; CYP2C19 act: 1; Pyk2 oligo antag: 1.3; Mac1 fbg inh: -4; CD11b adhes enh: -7; CYP2C9 inhib: 2

(more compounds)
SMILES	MT1-MMP txn act	CYP2C19 inhib	PLAP act	CYP2C9 act	CYP2C19 act	Pyk2 oligo antag	Mac1 fbg inh	CD11b adhes enh	CYP2C9 inhib
CC(C)(C)NC(=O)Cn1c(SCC(=O)NCc2cccs2)nc2ccccc21	1.2	32	0.8	0.7	0.7	1.7	4	-1	35
Cc1ccc(S(=O)(=O)CCC(=O)NCc2ccco2)cc1	x	5	1.2	1.2	1	0.38	-3	-3	-24
CC1CCN(C(=O)C(Cc2ccccc2)NS(=O)(=O)c2ccc3c(c2)oc(=O)n3C)CC1 (centres undefined)	1.1	36	1.2	0.9	0.6	x	-9	-5	12
N#CCOc1nc(N2CCOCC2)nc(N2CCOCC2)n1	1.3	34	1.1	0.9	0.7	0.63	0	-4	10
Cc1ccc(-c2noc(CCC(=O)Nc3ccc(C)cn3)n2)cc1	1.1	-15	1.1	0.9	1.1	0.7	4	-1	12
CCOC(=O)N1CCN(C/C(C)=C/c2ccccc2)CC1	1.3	61*	1.7	0.4	0.4	0.21	-10	5	65*
O=C(Nc1ccccc1C(=O)N1CCCCC1)C1CCCCC1	1	6	0.9	0.4	0.9	0.07	-4	2	56*
Cc1cc(-n2[nH]c(C)c(C)c2=O)nc(-c2ccccc2O)n1	1	0	2.5*	0.9	1	-0.34	-6	-2	12
COC(=O)CSc1nnc(CNC(=O)c2ccccc2OC)n1C	0.9	-1	1.1	1	1	-0.12	7	-2	3
CC(C)CNC(=O)c1cccc(Cn2cc(Cl)cn2)c1	1.2	12	0.9	0.7	0.9	0.06	-11	0	32
CCCc1cc(C(N)=O)c(NC(=O)c2cc(C)on2)s1	1	18	1.2	0.4	0.8	-2.4	-9	-4	64*
Cc1ccc(NC(=O)c2cccc(OCc3c(C)noc3C)c2)cc1	1.1	91*	1.3	0	0.1	0.02	-1	-2	95*
CC[C@@H](C)[C@H](NC(=O)OC(C)(C)C)c1nnc(S(=O)(=O)Cc2cc(C)ccc2C)o1	0.9	21	1.1	0.6	0.8	-0.6	28	3	41
O=C(c1ccc(F)cc1)C1CCN(C(=S)Nc2ccccc2)CC1	x	50	0.7	0.6	0.5	-0.02	x	x	42
CN(C)/C=C(\C#N)C(=O)c1cccc(Oc2ccc(Br)cc2)c1	1.1	92*	1.2	0.7	0.1	0.69	20	-3	29
COCc1cc(=O)n2[nH]c(-c3cccc(Br)c3)cc2n1	1.4	95*	1.2	0.5	0	-0.05	-1	-6	50
Cc1ccc(S(=O)(=O)NCC(=O)OCC(=O)c2ccc(Br)s2)cc1	x	-3	1.1	1.2	1	0.56	6	-5	-24

Bioassay records: PubChem, Sanford-Burnham Center for Chemical Genomics
